GLP1R cytotox: qHTS of GLP-1 Receptor Inverse Agonists: Cytotox Screen; HEK293 cAMP-luciferase reporter cells, luminescence, 24 h; Potency, µM (doses to about 38.3 µM), without a hit: at the top dose activity change, negative = inhibition, most hits filed as inhibitors; 0.13% of 410,000 active;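 note: loss of luciferase light is scored as toxicity; potency is the fitted concentration of half-maximal effect; % is set by controls: 0 for no effect and ±100 for the full control effect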
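A 23 nL compound transfer followed 12 hours of cell culture at 37 deg C; exposure then lasted 24 hr. Luciferase assay detection reagent was dispensed and plates read for luminescence after a 12 min room-temperature wait.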
FUS suppressor: qHTS for Suppressors of FUS Proteinopathy: Primary screen using FUS-linked yeast assay; S. cerevisiae FUS-expressing, growth rescue, OD600, 24 h; Potency, µM (series often up to 76.6 µM), for inactives: at the top dose growth rescue (activation), hits mostly activators; 0.24% of 390,000 active; AID 1347120, 2019;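 note: potency is the fitted concentration of half-maximal effect; plate controls were DMSO vehicle for no effect and reference control for full effect; nearly all actives have a fitted effect of over 55% in size; some results filed as inactive show a strong effect at the top dose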
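Cultures pregrown in 2.5% raffinose medium are shifted to minimal medium containing 2% galactose to express toxic FUS. Compounds are tested at several concentrations. After 24hr at 30C, growth is quantified at 600 nm absorbance.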
GLP-1R inv ag: qHTS of GLP-1 Receptor Inverse Agonists (Inhibition Mode) | 1.6% of 410,000 active | HEK293 GLP-1R CRE-luciferase, luminescence, 24 h; GLP-1R form is constitutively active | Potency, µM (doses to about 38.3 µM), for the others: at the highest dose activity change, negative = inhibition, hits mostly inhibitors; note: potency is the fitted concentration of half-maximal effect; % is set by controls: 0 for no effect and ±100 for the full control effect; nearly all actives have a fitted effect of over 55% in size
Target sequence (P43220 whole entry, looked up): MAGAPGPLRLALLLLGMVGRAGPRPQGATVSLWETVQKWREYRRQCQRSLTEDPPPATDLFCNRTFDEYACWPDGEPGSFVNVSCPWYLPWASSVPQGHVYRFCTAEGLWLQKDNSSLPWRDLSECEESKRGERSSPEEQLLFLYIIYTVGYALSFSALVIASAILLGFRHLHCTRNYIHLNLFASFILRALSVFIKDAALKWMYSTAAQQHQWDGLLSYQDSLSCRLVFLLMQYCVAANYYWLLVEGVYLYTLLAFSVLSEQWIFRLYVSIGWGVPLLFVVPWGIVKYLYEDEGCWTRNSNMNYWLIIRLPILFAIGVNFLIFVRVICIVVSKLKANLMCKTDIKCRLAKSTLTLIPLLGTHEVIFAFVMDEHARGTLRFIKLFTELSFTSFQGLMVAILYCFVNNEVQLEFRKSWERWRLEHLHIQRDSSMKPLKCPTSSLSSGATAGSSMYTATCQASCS
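HEK293 cells stably co-expressing a cAMP-responsive luciferase reporter and constitutively active GLP-1R were seeded, incubated 12 h, then exposed to compounds for 24 h at 37 C. Luminescence was read 12 min after detection reagent; inverse agonists lower signal.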
PTHR1 ag: qHTS for PTHR1 Agonists: Primary Screen. Parathyroid hormone/parathyroid hormone-related peptide receptor (Homo sapiens), Q03431. 0.075% of 410,000 active. AID 743266, 2014. HEK293 GP2 PTHR1 cells, GloSensor cAMP luminescence, 1 h. Potency, µM (titrated, usually from 115 µM), for the others: at the top dose activation, hits mostly activators; note: potency is the fitted concentration of half-maximal effect; nearly all actives have a fitted effect of over 55% in size; some results filed as inactive show a strong effect at the top dose; inactives centre near -15; many of its hits are not listed in these tables
Target sequence (Q03431 whole entry, looked up): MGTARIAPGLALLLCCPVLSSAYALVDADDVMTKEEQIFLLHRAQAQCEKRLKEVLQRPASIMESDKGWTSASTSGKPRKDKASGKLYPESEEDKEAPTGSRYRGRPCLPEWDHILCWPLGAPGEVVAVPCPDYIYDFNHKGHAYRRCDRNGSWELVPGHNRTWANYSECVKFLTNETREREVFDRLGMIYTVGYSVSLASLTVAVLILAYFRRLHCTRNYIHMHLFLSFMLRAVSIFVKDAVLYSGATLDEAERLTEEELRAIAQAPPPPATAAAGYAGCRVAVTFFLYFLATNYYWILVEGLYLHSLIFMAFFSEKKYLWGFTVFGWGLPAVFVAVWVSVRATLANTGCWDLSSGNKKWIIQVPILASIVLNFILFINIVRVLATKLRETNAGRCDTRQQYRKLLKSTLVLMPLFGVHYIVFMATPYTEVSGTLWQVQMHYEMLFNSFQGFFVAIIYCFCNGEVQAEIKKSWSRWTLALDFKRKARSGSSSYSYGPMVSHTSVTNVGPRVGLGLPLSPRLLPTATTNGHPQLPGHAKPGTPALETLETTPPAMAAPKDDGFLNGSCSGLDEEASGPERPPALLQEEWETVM
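HEK-293-derived GP2 cells expressing PTHR1 and a GloSensor cAMP reporter, 3,000/well, plated overnight, given luciferin plus IBMX (each 0.5 mM as added) for 1 h at 37 °C, then compound for 1 h at 37 °C. Luminescence was read after 15 min at room temperature.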
TDP43 rescue: qHTS of TDP-43 Inhibitors | TDP-43 expressing yeast growth rescue, BacTiter-Glo, 24 h | Potency, µM (top dose mostly 46.1 µM), for inactives: at the highest dose growth rescue (activation), most hits filed as activators | 1.8% of 410,000 active | AID 652104, 2013; note: potency is the fitted concentration of half-maximal effect; % of control where 0% means no effect; nearly all actives have a fitted effect of over 50% in size
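Growth rescue of TDP-43-toxic yeast measured as ATP luminescence (BacTiter-Glo). Cells grown to mid-log in raffinose, induced in galactose at OD600=0.02, exposed to compound 24 hr at 30 deg C.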
Mm-Cpn inhibitor: Inhibitors of TCP-1 ring complex (TRiC) of Methanococcus maripaludis (MmCpn): qHTS; 0.031% of 330,000 active; Potency, µM (titrated, usually from 76.9 µM), inactives show at the highest dose activity, negative = inhibition, usual class: inhibitors; purified Mm-Cpn ATPase, ADP Transcreener TR-FRET; Chaperonin Mm-Cpn (Methanococcus maripaludis); note: potency is the fitted concentration of half-maximal effect; % is set by controls: 0 for no effect and ±100 for the full control effect; nearly all actives have a fitted effect of over 80% in size
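Inhibition of chaperonin ATP hydrolysis is measured as reduced ADP production, detected by competitive TR-FRET in which signal falls with ADP. Final enzyme 25 nM and ATP 10 uM, reacted 30 min at 37°C.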
pAkt inh: HTS Assay for Inhibitors of Akt Phophorylation: Primary Screen | Neuro2A IGF-stimulated pAkt S473 HTRF, 20 min; stronger effect = lower value | activity change, % for hits at 50 µM | 0.32% of 360,000 active | AID 651550, 2012; in the data active = activity change below about -80%; inconclusive = mostly about -51% to -80%; note: % is set by controls: 0 for no effect and ±100 for the full control effect
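Neuro2A cells in DMEM with 0.5% FBS, overnight at 37 deg C, given compound at single 50 µM final, then IGF (6 nM final) for 20 min at 37 deg C. Lysed; phospho-Akt Ser473 by HTRF after 24 h, 665/615 ratio.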
Abeta rescue: qHTS for compounds that reverse cellular toxicity of Amyloid beta (A-beta) peptide in yeast: Primary Screen; yeast expressing A-beta42, growth rescue, OD600, 48 h; response scale: 0% DMSO, 100% iron-clioquinol control; 0.063% of 410,000 active; Potency, µM (top dose mostly 46.1 µM), inactives show top-dose growth rescue, actives largely listed as activators; AID 1347071, 2019; note: potency is the fitted concentration of half-maximal effect; nearly all actives have a fitted effect of over 55% in size
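Yeast A-beta toxicity model in growth medium with pinned compounds, 48 h at 30 C; growth read as absorbance at 600 nm. Normalized to FeCl3/clioquinol equimolar mix (positive) and DMSO (negative).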
aSyn rescue: qHTS of alpha-syn Inhibitors; Yeast expressing alpha-synuclein, growth rescue, BacTiter-Glo, 24 h; Potency, µM (series often up to 46.1 µM), without a hit: at the top dose growth rescue (activation), hits mostly activators; 0.14% of 370,000 active; note: potency is the fitted concentration of half-maximal effect; % of control where 0% means no effect; nearly all actives have a fitted effect of over 65% in size
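Rescue of yeast growth: cells expressing toxic alpha-synuclein, induced in galactose at OD600 0.02, incubated with compound 24 h at 30 C. ATP luminescence quantified growth; inhibitors of toxicity appear as activators.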
* hit, by the source's call; i = inactive; ? = inconclusive; . = no result given; & = joins results of further samples; [ ] = remark or other dose. Unless noted, calls come from the whole dose curve; as a rule, active = well fitted curve in the direction sought with a large enough effect; inconclusive = small, poorly fitted or top-dose-only effect, or another doubt; inactive = no such curve, though single readings can be large; an effect the other way counts as inactive or inconclusive. Only part of the results is shown. The share of hits here may be higher or lower than overall.

Start of the listing, in advance, 2 compounds:
1. CN(C)/C=C(\C#N)c1nc2ccccc2[nH]1
2. COc1ccccc1-c1nc2ccccc2nc1-c1ccccc1
assay / entry	1	2
Mm-Cpn inhibitor	0%	-1%
FUS suppressor	4%	?
pAkt inh	i	i
TDP43 rescue	-11%	-2%
GLP1R cytotox	0%	1%
PTHR1 ag	-4%[57.5 µM]	i
Abeta rescue	-11%	-18%
GLP-1R inv ag	14%	?
aSyn rescue	-4%	10%

Results, from the first entry:
1. CN(C)/C=C(\C#N)c1nc2ccccc2[nH]1
2. COc1ccccc1-c1nc2ccccc2nc1-c1ccccc1
3. Cc1ccccc1NCC(=O)N/N=C\c1ccc2c(c1)OCO2
4. CC1CCc2nc3ncn(Cc4ccccc4F)c(=O)c3cc2C1 (stereo unspecified)
5. O=C(CSc1ccc(-c2nc3ccccc3[nH]2)cn1)Nc1ccc(S(=O)(=O)NC2CC2)cc1
assay / entry	1	2	3	4	5
Mm-Cpn inhibitor	0%	-1%	3%	.	?
FUS suppressor	4%	?	28%	-2%	?
pAkt inh	i	i	i	.	i
TDP43 rescue	-11%	-2%	-33%[inhibitor][9.22 µM]	19%	-24%
GLP1R cytotox	0%	1%	-13%	3%	?
PTHR1 ag	-4%[57.5 µM]	i	i	i	-78%[inhibitor]
Abeta rescue	-11%	-18%	-10%	-9%	6%
GLP-1R inv ag	14%	?	?	0%	?
aSyn rescue	-4%	10%	-7%	.	0%

6. COc1ccc(/C=N/NC(=O)CNS(=O)(=O)c2ccc(C)cc2)cc1
7. O=C(Cn1ccc([N+](=O)[O-])n1)Nc1nccs1
8. Cc1cc(=O)[nH]c2nc3ccccc3n12
9. COCCCNC(=O)c1cn(CC(C)C)c(=O)c2c1c1ccccc1n2C
10. COc1ccccc1CCCNC(=O)C1CCC(=O)N(Cc2ccccc2F)C1 (stereo unspecified)
assay / entry	6	7	8	9	10
Mm-Cpn inhibitor	-3%	4%	.	0%	3%
FUS suppressor	8%	11%	-32%	?	-3%
pAkt inh	i	i	i	i	i
TDP43 rescue	-16%	13%	19%	-5%&24%	17%
GLP1R cytotox	-10%	-2%[1.53 µM]	4%	-10%&2%	6%
PTHR1 ag	-4%	-19%	i	-32%[inhibitor]	-53%[inhibitor]
Abeta rescue	8%	10%	1%	-19%&-64%	-13%
GLP-1R inv ag	10%	21%	42%[activator]	-12%&11%	-8%
aSyn rescue	1%	-1%	-11%	-2%	-4%

11. COc1ccc(Cl)cc1Nc1nc(C)cc(C)c1C(N)=O
12. CC(=O)Nc1cc(C(=O)NCc2ccc(F)cc2)ccc1Sc1ccc(F)cc1
13. O=C(NCCc1ccccc1)C(=O)NCC1(c2ccccc2)CCCC1
14. CC(C)=NNc1nc2c(c(=O)[nH]c(=O)n2C)n1CCCc1ccccc1
15. CC(C)OCCCNC(=O)[C@H]1N2C(=O)c3ccccc3C2SC1(C)C (stereo partly specified)
assay / entry	11	12	13	14	15
Mm-Cpn inhibitor	-2%	.	1%	0%	0%
FUS suppressor	-10%	21%	-12%	14%	5%
pAkt inh	i	.	.	i	i
TDP43 rescue	9%	32µM*	-7%	4%	1%
GLP1R cytotox	7%	-9%	-14%	0%	6%
PTHR1 ag	i	-9%	i	i	i
Abeta rescue	1%	0%	-7%	14%	-1%
GLP-1R inv ag	6%	-32%	0%	33%[activator]	11%
aSyn rescue	-5%	.	.	-5%	6%

16. Brc1ccc(Br)c2cnccc12
17. Cc1cc(C)cc(CC2CC(=O)N(c3cc(C)on3)C2=O)c1 (stereo unspecified)
18. O=C(c1ccc(N2C(=O)C3CC=C(Cl)CC3C2=O)cc1)N1CCOCC1 (stereo unspecified)
19. CCOc1ccccc1NC(=O)CSc1nc(-c2cccs2)cc(C(F)(F)F)n1
20. Cn1cccc1-c1cc(C(=O)N/N=C/c2ccc([N+](=O)[O-])cc2)[nH]n1
assay / entry	16	17	18	19	20
Mm-Cpn inhibitor	.	-1%	-1%	.	0%
FUS suppressor	.	20%	.	9%	2%
pAkt inh	i	i	i	.	i
TDP43 rescue	9%	?	7%	12%	2%
GLP1R cytotox	-3%	-9%	22%	-10%	-10%
PTHR1 ag	-2%	i	i	-12%	-2%
Abeta rescue	9%	13%	-6%	-5%	-11%
GLP-1R inv ag	3%	0%	0%	-13%	?
aSyn rescue	7%	9%	1%	.	0%

21. CN(c1ccc(OCCOc2ccccc2Cl)cc1)S(=O)(=O)c1ccccc1
22. Cc1cccc(C)c1NS(=O)(=O)c1ccc2c(c1)[C@H]1C=CC[C@H]1[C@@H](c1ccc(Cl)cc1)N2
23. CC(=O)c1cccc(NC(=O)C2C(c3ccccc3)C2(Cl)Cl)c1 (stereo unspecified)
24. O=C(Nc1cccnc1Cl)c1cc(-c2cccc(O)c2)on1
25. CS(=O)(=O)Nc1ccc(-c2nc3ccccc3s2)cc1
assay / entry	21	22	23	24	25
Mm-Cpn inhibitor	1%	.	0%	1%	.
FUS suppressor	.	44%	10%	15%	-15%
pAkt inh	i	.	i	i	.
TDP43 rescue	26%	16%[9.22 µM]	?	-9%	29%
GLP1R cytotox	-12%	-3%	4%	-10%	1%
PTHR1 ag	i	i	-5%	i	-26%
Abeta rescue	-9%	-17%	1%	5%	7%
GLP-1R inv ag	?	?	?	28%	?
aSyn rescue	4%	.	0%	-4%	.

26. CCOC(=O)c1cc(=O)[nH]c2ccccc12
27. COc1cc(/C=N/Nc2nncn2N)ccc1OCc1c(C)no[n+]1[O-]
28. CCN(C[C@H]1N[C@@](C)(C(=O)OC)[C@H]2C(=O)N(C)C(=O)[C@@H]12)S(=O)(=O)c1ccc(OC)cc1
29. C#CCOCCOCCOCCNc1nc(N2CCN(C(=O)Cn3cc(CCCCN)nn3)CC2)nc(N2CCN(C(=O)[C@H](C)n3cc(CCC(=O)O)nn3)CC2)n1
30. O=C(Nc1c(S(=O)(=O)c2ccccc2)csc1Br)c1ccccc1Cl
assay / entry	26	27	28	29	30
Mm-Cpn inhibitor	0%	-2%	-1%	.	1%
FUS suppressor	-8%	2%	-19%	-7%	26%
pAkt inh	i	i	i	i	i
TDP43 rescue	-11%	?	1%	-4%	-2%
GLP1R cytotox	3%	?	-2%	3%	-2%
PTHR1 ag	i	-47%[inhibitor]	i	13%	-3%
Abeta rescue	-6%	23%	-13%	-8%	11%
GLP-1R inv ag	35%[activator]	1%	3%	5%	-18%
aSyn rescue	-1%	3%	-3%	3%	-6%

31. COc1ccc(S(=O)(=O)N(CC(=O)NCc2ccccn2)Cc2ccccc2)cc1
32. N=c1n(CC(=O)c2ccc(Br)s2)c2ccccc2n1Cc1ccccc1
33. O=C(Nc1ccc(SC(F)(F)F)cc1)c1ccccn1
34. CS(=O)(=O)c1ccc(-c2sc3cc4c(cc3c2C(=O)NN2CCOCC2)OCO4)cc1
35. COc1ccc(NC(=O)[C@@H]2CC=C[C@@H]3CCN(Cc4ccc(Cl)c(Cl)c4)C(=O)[C@@H]32)cc1
assay / entry	31	32	33	34	35
Mm-Cpn inhibitor	-2%	-9%	1%	1%	.
FUS suppressor	-14%	20%	4%	24%	?
pAkt inh	i	i	i	i	i
TDP43 rescue	-3%	14%	-23%	26%	?
GLP1R cytotox	-4%	?	3%	38%[activator]	-9%
PTHR1 ag	i	-9%	-30%	-14%	-48%[inhibitor]
Abeta rescue	-2%	16%	-9%	3%	-4%
GLP-1R inv ag	14%	?	?	3%	?
aSyn rescue	-4%	0%	-14%	1%	6%

36. COc1ccc(Cl)cc1NC(=O)CSc1cc(C)[nH]c(=O)n1
37. CC(C)CN1CCC(CNC(=O)CCc2nnc(Cc3c[nH]c4ccccc34)o2)CC1
38. Cc1cccc(-n2cc(-c3ccccc3)c3c(N4CCC(C)CC4)ncnc32)c1
39. O=C(Nc1cnn(Cc2ccc(Cl)cc2)c1)C1CCCC1
40. O=C(NCc1ccc(N2CCCC2=O)cc1)Nc1cccc2ccccc12
assay / entry	36	37	38	39	40
Mm-Cpn inhibitor	.	-3%	.	1%	0%
FUS suppressor	-4%	-13%	19%	17%	-5%
pAkt inh	.	i	.	i	i
TDP43 rescue	1%	-17%	?	-10%	10%
GLP1R cytotox	4%	-2%	-19%	0%	-11%
PTHR1 ag	-35%[inhibitor]	-19%	-5%	15%[57.5 µM]	i
Abeta rescue	-14%	5%	15%	11%	6%
GLP-1R inv ag	-5%	3%	2%	1%	-8%
aSyn rescue	.	-2%	.	-5%	2%

41. COc1ccc(NS(=O)(=O)c2cc(NC(=O)c3cnccn3)ccc2OC)cc1Br
42. CCOC(=O)c1c(C)[nH]c(C(=O)OCCOc2ccccc2C)c1C
43. Cc1ccc(S(=O)(=O)NCCC(=O)N2CCN(Cc3ccccc3)CC2)cc1
44. CC(O)(c1cccc(F)c1)c1nc(-c2ccoc2)cs1 (stereo unspecified)
assay / entry	41	42	43	44
Mm-Cpn inhibitor	2%	-2%	0%	.
FUS suppressor	33%	-3%	-5%	-3%
pAkt inh	i	i	i	i
TDP43 rescue	.	14%	-7%	?
GLP1R cytotox	-7%	16%	-6%	-1%
PTHR1 ag	-7%	-43%[inhibitor]	-25%[57.5 µM]	-29%
Abeta rescue	-6%	9%	16%	2%
GLP-1R inv ag	-6%	?	5%	6%
aSyn rescue	-9%	-5%	0%	-3%
